High-throughput results from PubChem.
ELG1 DNA repair: blocks ELG1-dependent DNA repair in HEK293T cells | HEK293T ELG1-luciferase reporter, luminescence, 16 h; DNA damage induced by 5-fluorouridine | Potency, µM (doses to about 46.1 µM), inactives show at the top dose activity change, negative = inhibition, actives largely listed as inhibitors | hit rate 2.3% among 330,000; further: potency means the concentration at half of the fitted maximal effect; on the % scale 0 is the no-effect control and ±100 the full control effect; nearly all actives have a fitted effect of over 55% in size
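HEK293T cells expressing luciferase-tagged ELG1 (2,000/well) received 5-Fluorouridine plus compound or DMSO for 16 hr at 37 °C. Luciferase was read by ONE-Glo luminescence after 30 min at room temperature.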
B2AR arrestin: beta2AR (human) beta-arrestin recruitment activity; beta-arrestin recruitment to beta2AR, cell-based reporter; Potency, µM (series often up to 46.1 µM), without a hit: at the highest dose activation, usual class: activators; hit rate 0.02% among 330,000; P07550;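 further: potency means the concentration at half of the fitted maximal effect; 0% = DMSO controls and full agonism = EC100 isoproterenol or metaproterenol; nearly all actives have a fitted effect of over 65% in size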
Target sequence (P07550 whole entry, looked up): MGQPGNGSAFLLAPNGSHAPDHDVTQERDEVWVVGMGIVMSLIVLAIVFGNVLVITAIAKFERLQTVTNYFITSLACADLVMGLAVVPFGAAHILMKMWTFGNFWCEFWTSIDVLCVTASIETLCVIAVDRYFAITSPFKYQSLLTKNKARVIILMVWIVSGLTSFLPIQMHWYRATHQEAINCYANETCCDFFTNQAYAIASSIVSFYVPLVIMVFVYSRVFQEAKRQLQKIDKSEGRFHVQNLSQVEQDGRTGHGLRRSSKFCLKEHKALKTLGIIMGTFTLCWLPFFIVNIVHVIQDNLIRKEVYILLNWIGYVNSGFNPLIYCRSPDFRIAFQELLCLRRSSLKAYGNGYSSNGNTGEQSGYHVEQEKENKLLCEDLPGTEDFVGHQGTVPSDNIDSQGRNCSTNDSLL
USP2a inh: inhibitors of human ubiquitin-specific protease USP2a. O75604. USP2 core, Ub-CHOP2 coupled fluorogenic reporter, 485/531. Potency, µM (highest dose often 38.3 µM), for inactives: at the highest dose activity change, negative = inhibition, most hits filed as inhibitors. hit rate 0.01% among 330,000;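 further: potency means the concentration at half of the fitted maximal effect; plate controls were DMSO wells for no effect and full inhibition by NEM control for full effect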
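Cell-free coupled assay: 10nM USP2 core preincubated 30min RT with compound in Tris-HCl pH 8.0/CaCl2/CHAPS buffer, then 25nM Ub-CHOP2 and 25nM reporter substrate; fluorescence (Ex 485/Em 531) read after 60min RT, normalized to NEM inhibition, concentration-response curves fitted.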
TCR act: activators of T cell receptors | AID 504894 | primary human leukocytes, anti-CD3, IL-2 HTRF, 48 h | 330,000 tested, under 10 active | Potency, µM (series often up to 9.22 µM), for the others: at the highest dose activation of IL-2 secretion, most hits filed as activators; further: % of control where 0% means no effect
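IL-2 release read by HTRF sandwich (Eu cryptate donor, d2 acceptor, 665 nm emission) after 48 hr exposure of primary human leukocytes to compound together with anti-CD3 beads in the absence of co-stimulatory signals.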
TSG101-PTAP inh: blocks PTAP/TSG101 interaction to inhibit HIV-1 budding; Potency, µM (series often up to 115 µM), for the others: top-dose activity change, negative = inhibition, usual class: inhibitors; AID 493005; Fluorescence polarization, FITC-PTAP peptide / Tsg101 binding; Q99816; 340,000 tested, under 10 active; active means well fitted inhibition curve with a large enough effect in the main read-out, with a control signal flat, not every such curve was filed as active; inconclusive means small, poorly fitted or top-dose-only effect, or effect the other way, or a change in a side signal; inactive means no such curve, though single readings can be large or run the other way; further: potency means the concentration at half of the fitted maximal effect; % of control where 0% means no effect
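FP read-out: FITC-PTAP peptide, 50 nM final, binding Tsg101 binding domain, 10 uM final; 20 min, r.t.; 10 mM HEPES pH 7.5, 0.15 M NaCl, 0.01% Tween 20, 3 mM EDTA, 0.1 mM TCEP.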
TSHR antagonist: antagonists of human thyroid stimulating hormone receptor; P16473; TSHR-expressing cells, TSH-stimulated cAMP HTRF, 2 h; stronger effect = lower value; activity change, negative = inhibition, % at 11.5 µM; hit rate 0.2% among 330,000; AID 504810;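 active means activity change below a set negative limit, meaning inhibition stronger than a set level, cut at about -70% in these data; inconclusive means activity change between two set negative limits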; further: on the % scale 0 is the no-effect control and ±100 the full control effect
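Inhibition of cAMP made by TSHR-expressing cells under TSH stimulation (4nM final, EC80; 2 h, 37 deg C) is quantified with a one-step lysis HTRF kit, anti-cAMP cryptate versus cAMP-d2.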
Eya2 inh: blocks the phosphatase activity of human Eya2; O00167; recombinant Eya2, OMFP fluorescence dephosphorylation (OMFP is methylfluorescein phosphate); Potency, µM (titrated, usually from 76.9 µM), inactives show at the highest dose activity, negative = inhibition, usual class: inhibitors; hit rate 0.006% among 330,000; further: potency means the concentration at half of the fitted maximal effect; on the % scale 0 is the no-effect control and ±100 the full control effect
Target sequence (O00167 whole entry, looked up): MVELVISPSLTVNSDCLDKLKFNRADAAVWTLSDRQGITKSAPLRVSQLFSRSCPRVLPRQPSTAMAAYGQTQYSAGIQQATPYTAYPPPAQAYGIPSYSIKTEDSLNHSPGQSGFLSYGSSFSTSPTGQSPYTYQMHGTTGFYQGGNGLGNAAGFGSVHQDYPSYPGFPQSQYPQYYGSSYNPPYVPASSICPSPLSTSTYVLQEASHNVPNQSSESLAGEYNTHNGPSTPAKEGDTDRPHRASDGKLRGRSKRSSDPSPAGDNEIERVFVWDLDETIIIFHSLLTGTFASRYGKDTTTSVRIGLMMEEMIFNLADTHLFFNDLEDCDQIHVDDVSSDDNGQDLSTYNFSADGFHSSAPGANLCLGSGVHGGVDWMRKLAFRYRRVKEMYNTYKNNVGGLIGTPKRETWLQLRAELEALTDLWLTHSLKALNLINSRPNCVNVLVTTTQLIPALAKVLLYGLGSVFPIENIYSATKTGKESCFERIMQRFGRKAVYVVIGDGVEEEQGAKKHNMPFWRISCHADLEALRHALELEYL
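Eya2 (0.2 uM) preincubated 10 min at ambient with compound, then OMFP substrate added at 50 uM; 10 min reaction in 50 mM HEPES pH 7.5, 50 mM NaCl, 5 uM MgCl2, 0.05% BSA, 1 mM DTT. Fluorescence read at Ex 485/Em 525 nm.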
uPA generation: cell surface uPA generation inhibition; cell surface uPA generation assay, qHTS; Potency, µM (titrated, usually from 38.3 µM), for inactives: at the top dose activity change, negative = inhibition, most hits filed as inhibitors; hit rate 0.31% among 330,000; AID 540303; active means well fitted inhibition curve with a large enough effect; inconclusive means small, poorly fitted or top-dose-only effect; inactive means no such curve, though single readings can be large or run the other way; tested in mouse RAW 264.7 cells; further: potency means the concentration at half of the fitted maximal effect; on the % scale 0 is the no-effect control and ±100 the full control effect; nearly all actives have a fitted effect of over 55% in size
Mito fusion yeast: inhibitors of mitochondrial division or activators of mitochondrial fusion. Potency, µM (series often up to 46.1 µM), without a hit: top-dose growth rescue (activation), usual class: activators. hit rate 0.23% among 320,000. S. cerevisiae fusion-defective mutant growth rescue, CellTiterGlo 48 h;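 further: potency means the concentration at half of the fitted maximal effect; % of control where 0% means no effect; nearly all actives have a fitted effect of over 45% in size; temperature-sensitive fusion mutants such as fzo1-1 at 37 °C on non-fermentable ethanol glycerol medium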
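S. cerevisiae fusion-defective temperature-sensitive mutants (e.g. fzo1-1, mgm1-5) grown 48 h at 37C in YPEG (ethanol/glycerol non-fermentable) medium with 23 nl compound per well; growth rescue read as CellTiterGlo luminescence.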
Tb PFK block: blocks T. brucei phosphofructokinase. O15648. T. brucei PFK, ADP-Glo luminescence. Potency, µM (top dose mostly 57.5 µM), without a hit: at the highest dose activity, negative = inhibition, most hits filed as inhibitors. hit rate 0.17% among 330,000;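 further: potency means the concentration at half of the fitted maximal effect; 0% = uninhibited 1x PFK enzyme wells and -100% = no-enzyme wells; nearly all actives have a fitted effect of over 60% in size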
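Luminescent ADP detection (ADP-Glo, two-step: ATP depletion then ADP-to-ATP conversion for luciferase) reported PFK activity after 45 min room-temperature reaction of 1.25 nM enzyme with 0.5 mM F6P and 0.1 mM ATP at pH 8.0.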
BCR signal inh: blocks chronic active B-cell receptor signaling. hit rate 0.05% among 340,000. Potency, µM (doses to about 46.1 µM), for the others: at the highest dose ratio change, negative = lower green/red ratio, usual class: inhibitors. ABC-DLBCL IkBa-CBG/CBR reporter, luminescence ratio, 4 h. AID 493014; active means well fitted inhibition curve with a large enough effect in the signal ratio, with a control signal flat, not every such curve was filed as active; inconclusive means small, poorly fitted or top-dose-only effect, or effect the other way, or a change in a side signal; the % refers to the signal ratio;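 further: potency means the concentration at half of the fitted maximal effect; plate controls were basal doxycycline-induced cells for no effect and cells given 10 µM MG132 for full effect; MG132 reads +100%, hits lower the ratio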
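Doxycycline induced both beetle luciferases in TMD8 lymphoma cells; IKK-driven degradation limits the IkappaBalpha-fused green signal, while red luminescence normalises for cell number and nonspecific effects. Compounds tested up to 46 uM, 4 hrs.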
The depositor's hits bear a star; ? = inconclusive; · = no result given; [ ] = dose if it differs, or a comment. Unless noted, the call rests on the fitted dose curve; in most records, active means well fitted curve in the direction sought with a large enough effect; inconclusive means small, poorly fitted or top-dose-only effect, or another doubt; inactive means no such curve, though single readings can be large; an effect the other way counts as inactive or inconclusive. This is a random part of the collection. Share with any hit: about 3%.

SMILES | ELG1 DNA repair | B2AR arrestin | USP2a inh | TCR act | TSG101-PTAP inh | TSHR antagonist | Eya2 inh | uPA generation | Mito fusion yeast | Tb PFK block | BCR signal inh
CCN(c1ccccc1)S(=O)(=O)c1ccc(OC)c(NC(=O)c2cccs2)c1 | ? | -0.1% | -1% | -10% | -1% | -7 | 9% | -9% | 8% | 0% | ?
CCOC(=O)c1cc(CC)sc1N1C(=O)CC(Sc2ncccc2C(=O)O)C1=O (configuration not stated) | 12% | -0.1% | 3% | 2% | -4% | 0 | 11% | 5% | 1% | 6% | 5%
Cc1c(NC(=O)c2ccc(N(Cc3ccccc3)S(C)(=O)=O)cc2)c(=O)n(-c2ccccc2)n1C | -8% | -1.2% | 5% | 11% | -5% | 3 | -2% | -2% | 0% | -3% | 1%
Cc1cc2c(OCC(O)CNC3CCCCC3)cccc2[nH]1 (configuration not stated) | -11% | 0.0% | 1% | -2% | 1% | -6 | -7% | -4% | -5% | -6% | 1%
CCc1ccc(-c2nc(CS(=O)CC(=O)NCCc3ccccc3)c(C)o2)cc1 (configuration not stated) | ? | 0.5% | 1% | 5% | -6% | -4 | -2% | 3% | -2% | 2% | 1%
O=S(=O)(NCc1ccccc1)c1ccc(S(=O)(=O)N(Cc2ccccn2)C2CCCC2)cc1 | 21µM* | -0.1% | 0% | 0%[46.1 µM] | -5% | -18 | -12% | 8% | ? | -1% | ?
O=C(c1cc2c(s1)-c1ccccc1OC2)N1CCN(c2ccccn2)CC1 | ? | 0.5% | 5% | -2% | -1% | -35 | 4% | 5% | 0% | 2% | 14%
O=C(CN(c1ccccc1)S(=O)(=O)c1ccc(Cl)cc1)Nc1cccnc1 | 5% | -0.8% | 0% | -3% | -2% | -2 | 4% | 1% | 1% | 0% | 11%
O=C(CSc1cccc(C(F)(F)F)c1)Nc1ccc(Cl)cc1Cl | 2% | -0.8% | 1% | 1% | -7% | -9 | 1% | 2% | 1% | 0% | 9%
CC(C)N1C(=O)S/C(=C/c2ccc(Sc3nc4ccccc4[nH]3)o2)C1=O | ? | 0.0% | 1% | 1%[46.1 µM] | -2% | -27 | -13% | -7% | ? | -1% | ?
Cc1c(C(=O)N2CCCCC2)sc(NC(=O)C2CC2)c1C#N | -8% | 0.1% | 0% | · | -6% | -13 | -5% | 2% | 1% | 0% | -3%
C=CC[n+]1c(C)csc1Nc1cccc(Br)c1 | -8% | 0.1% | -2% | -4% | -1% | 5 | -5% | 1% | 1% | -1% | ?
O=C(COC(=O)COc1ccccc1)Nc1ncc([N+](=O)[O-])s1 | 17% | 0.1% | 1% | -2% | -2% | -8 | 15% | -1% | 1% | -5% | ?
CCOC(=O)c1c(CCl)nc2ccccc2c1-c1ccccc1 | -7% | 0.7% | -4% | 0% | 1% | -4 | 15% | 5% | 0% | -2% | ?
CCCCN(C(=O)CC1CCCCC1)c1c(N)n(CC(C)C)c(=O)[nH]c1=O | 6% | 0.5% | 0% | 2% | 0% | 17 | 6% | 5% | 0% | 5% | 0%
COc1ccc(O)c(/C=N/N=C/c2cccc([N+](=O)[O-])c2)c1 | 9% | -0.3% | 1% | -3% | 0% | -8 | 1% | 11% | 3% | -7% | 0%
CCOC(=O)C1=C(NC#N)OC(C)=C(C)C1c1ccc(O)cc1 (configuration not stated) | 4% | 7.0% | -1% | -8% | -3% | 10 | 4% | 0% | 5% | 0% | ?
COc1cc(NC(=O)CCNC(=O)Cn2cnc3ccccc3c2=O)cc(OC)c1OC | 9% | -0.1% | 0% | -10% | -4% | 0 | 9% | 0% | -2% | 1% | -1%
CCCC(=O)N1N=C(c2ccccc2)CC1c1cn(C)c2ccccc12 (configuration not stated) | ? | -1.9% | -7% | 13%[46.1 µM] | 2% | 7 | -3% | 14% | 18% | -3% | ?
CC(C)(C)NC(=O)COc1coc(CN2CCN(C(=O)c3ccco3)CC2)cc1=O | -2% | 0.1% | 0% | -2% | -3% | 7 | 1% | 1% | -1% | -1% | 7%
NC(=O)c1ccc(NC(=O)CSC2=Nc3ccccc3C3CC=NN23)cc1 (configuration not stated) | 14% | -1.2% | 3% | 2% | -4% | -9 | 1% | -5% | -2% | 2% | -11%
O=C(Nc1cccc(Cl)c1)c1ccc2ncsc2c1 | ? | 0.4% | -3% | -6% | -5% | -9 | 0% | 0% | 27% | -1% | ?
COc1ccc(C2CC(=O)Oc3cc(C)c(Cl)c(C)c32)cc1 (configuration not stated) | ? | -1.1% | -2% | 0%[46.1 µM] | -2% | 31 | -9% | -8% | · | -2% | 0%
CCCC(=O)Nc1nc(C)c(-c2csc(Nc3ccccc3OC)n2)s1 | 23µM* | 2.9% | 4% | 2% | 2% | -5 | -27% | -7% | 1% | -1% | 4%
COc1cc(C2c3c(oc4ccccc4c3=O)C(=O)N2CCN2CCOCC2)cc(OC)c1OC (configuration not stated) | 16% | -0.1% | -1% | -1% | -4% | -3 | 15% | 1% | -2% | 3% | 4%
COC(=O)NNC(=S)NCc1ccccc1 | 18% | -1.0% | 0% | -8%[46.1 µM] | -1% | 1 | 6% | 10% | -8% | -6% | 1%
Cc1c(-c2ccccc2)nnn1-c1ccc(F)cc1F | ? | -0.3% | 0% | 2% | 1% | 1 | -4% | -7% | -6% | -5% | 0%
Cc1ccc(S(=O)(=O)Nc2ccc(Cl)cn2)cc1C | -6% | -0.4% | 0% | 1% | 0% | 5 | 17% | 0% | 3% | 4% | 6%
CCOC(=O)c1c(NC(=O)c2ccc(S(=O)(=O)N(C)CC3CCCO3)cc2)sc2c1CC(C)(C)NC2(C)C (configuration not stated) | ? | -0.3% | 1% | 10% | 0% | 8 | 0% | 5% | 2% | 2% | 1%
Cc1cc(OC(=O)c2ccc(C)c(C)c2)c([N+](=O)[O-])c(=O)[nH]1 | 8% | -0.1% | 1% | -14% | -3% | -2 | 6% | 9% | -2% | 2% | -4%
O=C(NCc1ccccc1)C(c1ccc(F)cc1)N(Cc1ccco1)C(=O)c1ccccn1 (configuration not stated) | -11% | 0.3% | 2% | · | 2% | 9 | -10% | -1% | 0% | 2% | 0%
Cc1ccc(C(=O)OCC(=O)Nc2ccc(Cl)cn2)cc1S(=O)(=O)N1CCOCC1 | 11% | -0.2% | -1% | 1% | -3% | -12 | -13% | 4% | 12% | 0% | 1%
CN(C)C(=O)CSc1ncnc2scc(-c3ccccc3)c12 | 21% | -0.4% | 2% | -1% | 0% | 29 | 19% | -8% | 9% | 5% | 0%
Cc1nonc1OCCNC(=O)C12CC3CC(CC(C3)C1)C2 | 3% | -0.3% | 1% | -7% | 0% | -5 | 16% | -2% | 10% | -9% | 4%
COC(=O)C1=C(C(=O)OC)SC2(S1)C(C(=O)OC)=C(C(=O)OC)SC1=C2c2cc(C)ccc2NC1(C)C | -3% | 0.1% | -1% | 0% | -4% | 16 | -13% | -5% | -20% | -20% | -6%
CC(C)(C)c1ccc(C(=O)NCC(=O)N2CCNC(=O)C2)cc1 | -3% | -0.5% | 3% | 7% | 1% | 1 | 18% | 3% | -7% | -2% | 3%
CCN(CC)c1nc(C)c2c(c1C#N)CC(C)(C)OC2 | 0% | -0.2% | 0% | 0% | -2% | -8 | 0% | 2% | -1% | -1% | ?
O=C(COC(=O)CNS(=O)(=O)c1ccc(Cl)cc1)NC1CCCCC1 | 10% | 0.3% | -1% | -3% | -4% | -5 | -3% | 4% | 0% | 1% | -7%
CCCOC(=O)CSc1nnc(-c2ccccc2Cl)o1 | ? | 0.4% | 1% | 1% | -5% | -13 | 5% | -4% | -13% | 0% | 5%
COc1ccc(NC(=O)CSc2nnc(-c3ccncc3)o2)c(OC)c1 | 12% | 0.4% | 1% | 2% | -11% | -6 | 8% | 3% | -4% | -7% | 2%
CCOC(=O)Cn1ccc(O)c(Cc2ccc(Cl)cc2Cl)c1=O | 19% | -0.7% | 1% | 9% | 1% | 2 | -1% | -2% | -7% | -11% | 11%
Cn1c(=O)n(C)c2cc(C(=O)Nc3ccc4c(c3)OCO4)ccc21 | ? | -0.4% | -1% | 0% | -5% | 7 | 16% | -14% | -5% | -1% | ?
